Assay outcomes as filed in PubChem BioAssay.
ALOX12 inhib – 12-hLO (ALOX12) enzyme inhibition; P18054; purified 12-hLO, xylenol orange hydroperoxide absorbance; Potency, µM (doses to about 57.1 µM), without a hit: at the top dose activity change, negative = inhibition, hits mostly inhibitors; 150,000 compounds, 0.12% hits; further: potency means the concentration at half of the fitted maximal effect; nearly all actives have a fitted effect of over 55% in size; many of its hits are not listed in these tables
Target sequence (P18054 whole entry, looked up): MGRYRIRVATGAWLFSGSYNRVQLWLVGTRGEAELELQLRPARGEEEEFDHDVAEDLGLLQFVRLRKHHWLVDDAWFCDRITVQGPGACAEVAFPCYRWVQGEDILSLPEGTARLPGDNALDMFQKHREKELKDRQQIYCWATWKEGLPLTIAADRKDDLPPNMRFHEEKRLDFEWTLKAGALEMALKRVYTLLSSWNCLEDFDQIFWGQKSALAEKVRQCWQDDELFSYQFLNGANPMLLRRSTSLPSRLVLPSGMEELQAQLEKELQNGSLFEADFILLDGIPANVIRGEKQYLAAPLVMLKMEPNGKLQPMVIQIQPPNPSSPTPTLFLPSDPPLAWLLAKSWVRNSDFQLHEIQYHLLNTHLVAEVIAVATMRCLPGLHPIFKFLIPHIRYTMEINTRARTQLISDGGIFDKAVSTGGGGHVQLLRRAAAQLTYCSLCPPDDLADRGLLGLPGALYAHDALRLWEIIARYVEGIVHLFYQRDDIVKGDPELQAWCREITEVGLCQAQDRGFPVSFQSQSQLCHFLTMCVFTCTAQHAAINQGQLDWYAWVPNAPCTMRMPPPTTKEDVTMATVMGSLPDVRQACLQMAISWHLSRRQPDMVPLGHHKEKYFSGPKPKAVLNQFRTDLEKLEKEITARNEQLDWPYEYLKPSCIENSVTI
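Hydroperoxide output read as Fe(III)-xylenol orange absorbance, 573-to-405 nm ratio, after 30 min reaction with 40 uM arachidonic acid. Enzyme: 150 nM purified human 12hLO, 15 min compound preincubation; 25 mM Hepes pH 7.0, room temperature.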
IMPase inh – membrane-permeable compound that blocks inositol monophosphatase | P97697 | CHO-M1 cells, IP1 accumulation, HTRF TR-FRET ratio | inhibition (IP1 accumulation), % at 46.1 µM | 120,000 tested, under 10 active | AID 901; active means well fitted curve in the direction sought with a large enough effect in the signal ratio, not every such curve was filed as active; inconclusive means small, poorly fitted or top-dose-only effect, or a change in a side signal; inactive means no such curve, though single readings can be large or run the other way; the % refers to the signal ratio;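 further: cells stimulated with carbachol in lithium chloride buffer; plate controls were DMSO basal wells for no effect and reference inhibitor wells for full effect; higher means more IMPase inhibition seen as more IP1 and lower FRET ratio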
Target sequence (P97697 whole entry, looked up): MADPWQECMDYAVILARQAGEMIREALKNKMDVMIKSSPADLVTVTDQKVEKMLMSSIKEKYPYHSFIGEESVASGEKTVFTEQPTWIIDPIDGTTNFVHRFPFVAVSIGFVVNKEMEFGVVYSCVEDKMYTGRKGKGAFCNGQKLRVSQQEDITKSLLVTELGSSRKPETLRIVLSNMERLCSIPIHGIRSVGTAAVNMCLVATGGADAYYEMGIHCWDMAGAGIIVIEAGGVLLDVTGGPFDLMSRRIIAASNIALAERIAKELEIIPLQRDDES
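Elevated IP1 in lysates lowers TR-FRET signal (665/620 ratio and 620 channel reported). Cells were CHO-M1, given carbachol (50 uM as added) plus 50mM LiCl, pH 7.4, 30 min, 37C; compounds titrated up to 46 uM; AC50 by Hill equation.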
ALOX15B inhib – inhibitors of human 15-lipoxygenase 2 (ALOX15B). O15296. purified 15hLO-2, xylenol orange hydroperoxide absorbance. Potency, µM (top dose mostly 57.1 µM), without a hit: at the top dose activity change, negative = inhibition, most hits filed as inhibitors. 110,000 compounds, 0.56% hits; further: potency means the concentration at half of the fitted maximal effect; nearly all actives have a fitted effect of over 60% in size; many of its hits are not listed in these tables
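Read-out: hydroperoxide product oxidises ferrous iron, measured as xylenol orange complex via the 573-to-405 nm absorbance ratio after 30 min. Reaction: 50 nM enzyme, 15 min compound preincubation, 45 uM arachidonic acid, 90 min RT, Hepes pH 7.5 with Triton X-100.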
PNC assembly inh – perinucleolar compartment assembly inhibition; PC3M PTB-GFP, PNC prevalence imaging, 16 h; hits give low values; activity change (PNC), negative = inhibition, % at 10 µM; 140,000 compounds, 3.1% hits;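 active means readout at or below -70, meaning at least 70% loss of cells showing the perinucleolar compartment, a nuclear body marking cancer cells; inconclusive means readout between -30 and a set limit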;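 further: plate controls were DMSO wells for no effect and camptothecin positive control wells for full effect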
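Compounds are pinned in duplicate onto adhered PC3M cells stably expressing GFP-tagged PTB and incubated 16 h at 37 C. Cells are then fixed, nuclei stained with Hoechst, and PNC-positive cells counted.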
The depositor's hits bear a star; ? = inconclusive; . = no result given; & = joins results of further samples; [ ] = dose if it differs, or a comment. Unless noted, the call rests on the fitted dose curve; in most records, active means well fitted curve in the direction sought with a large enough effect; inconclusive means small, poorly fitted or top-dose-only effect, or another doubt; inactive means no such curve, though single readings can be large; an effect the other way counts as inactive or inconclusive. Unless noted, on the % scale 0 is the no-effect control and ±100 the full control effect.

SMILES	ALOX12 inhib	IMPase inh	ALOX15B inhib	PNC assembly inh
CCOC(=O)NC1(C(F)(F)F)NC(=O)N(c2ccc(F)cc2)C1=O (stereo unspecified)	-4%	3	.	-29
CN(C(=O)Nc1ccc(Cl)c(Cl)c1)c1ccccc1C(=O)O	1%	.	.	7
CC1(C)CC(=O)C(CC2=C(O)CC(C)(C)CC2=O)C(=O)C1	4%	-2	1%	-6
CC1=NN(c2ccccc2)C(=O)/C1=C/c1cc2cc(C)ccc2nc1N1CCCCC1	-6%	-7	-21%	-11
O=C(N/N=C/c1ccc(-c2ccc(S(=O)(=O)Nc3ncccn3)cc2)o1)c1cc2ccccc2cc1O	-26%	-5	?	?
Cc1ccccc1OCC(=O)NNC(=O)c1ccc(-c2ccccc2)cc1	3%	-4	3%	3
Cc1ccccc1-n1c(=O)cc(N2CCc3ccccc32)[nH]c1=O	4%	-1	-5%	-108*
O=C(O)CNC(=O)c1ccc2c(c1)OCCO2	1%	-2	-4%	6
CCN1CCN(CC(=O)c2c(C)n(C)c3ccc(OC)cc23)CC1	2%	1	-3%	?
O=C(NCC1CCCO1)c1ccc2ccccc2n1 (stereo unspecified)	2%	-1	-3%	6
COc1cccc(/C(O)=C2/C(=O)C(=O)N(CCCN(C)C)C2c2cccc(Cl)c2)c1 (stereo unspecified)	-5%	-1	7%	?
COc1cc(NC(=O)c2cc(-c3cccnc3)nc3ccc(C)cc23)c(OC)cc1Cl	3%	6	22%	16
CCc1ccccc1Nc1ccc(C(=O)O)cc1N	-3%	6	-3%	27
Cn1c(=O)c2c(nc(NCc3ccccc3)n2C)n(C)c1=O	4%	-6	-6%	?
COc1ccc(CNC(=O)CCCn2c(SCC#N)nc3cc4c(cc3c2=O)OCO4)cc1	-3%	4	-12%	-21
CN(C)C(=O)COC(=O)[C@H](Cc1ccccc1)NC(=O)c1ccco1	-4%	-3	2%	-18
CCOC(=O)N1CCC(n2c(SCC(=O)N3CCC(C)CC3)nc3ccccc3c2=O)CC1	-9%	6	-9%	?
O=C(CNC(=O)c1ccccc1)NCC(=O)OCC(=O)c1ccc(F)cc1	-2%	.	.	24
O=C(Cn1cc(C(=O)c2ccco2)c2ccccc21)NCc1ccco1	4%	2	?	78
CC1CCN(C(=O)C2CCN(S(=O)(=O)c3cccc4nonc34)CC2)CC1	6%	6	3%	40
CCC(=O)Nc1c(OC(=O)CC)ccc2c(C)cc(=O)oc12	7%	-17	.	?
CCOc1ccc(NC(=O)C2CC(=O)N3CCCN=C3S2)cc1 (stereo unspecified)	0%	2	-20%	18
C/C(=N\NC(=O)Cc1c(C)[nH][nH]c1=O)c1ccc2ccccc2c1	2%	-11	.	?
Nc1ccc(N=Nc2ccc(-c3ccc(O)cc3)cc2)c2ccc(S(=O)(=O)O)cc12	-7%[11.4 µM]	.	2.5µM*	.
CCOC(=O)C1=C(C)NC(=O)C(C#N)C1c1ccco1 (stereo unspecified)	0%	5	-3%	?
COC(=O)CSc1cc(C)nc2ccc(OC)cc12	-6%	?	-5%	-12
CSc1ccc(/C=N/n2c(C)cc(C)cc2=O)cc1	-12%	-5	0%	19
C=CCN1C(=O)CS/C1=N/c1nccs1	1%	-2	0%	22
COC(=O)C1=C(C)N(C)C(=O)/C1=C\c1cccs1	-3%	18	.	?
CC(C)(SC(=S)N1CCOCC1)C(=O)O	0%	-9	6%	-11
Cc1cc(O)c(NC(=O)c2ccc(Br)o2)cc1C	2%	-6	-14%	22
COC(=O)Nc1ccc(S(=O)(=O)N(CCO)CC(F)(F)C(F)F)cc1	3%	6	.	27
C=C(C)C(=O)N1CC2(CC(c3cccc(NC(=O)c4ccccc4)c3)=NO2)C[C@@H]1C(N)=O (stereo partly specified)	-4%	4	1%	-17
COc1cccc(/C=N/NC(=O)c2cc3c(OC)c(OC)ccc3[nH]2)c1OC	-2%	.	.	-84*
CC(=O)c1nn(-c2cccc(Br)c2)cc1C(=O)c1ccccc1	-4%	3	-1%	15
COCCOC(=O)c1c(C)oc2ccc(OC(=O)c3cccs3)cc12	2%	-11	9%	-139*
COC(=O)[C@H]1C[C@@H]2CC[C@@H](O)C[C@@H]2N1Cc1c(F)cccc1Cl	-2%	.	-9%	.
O=C(NNc1ccc([N+](=O)[O-])cc1)C1CC2CCCC(C1)C2=O (stereo unspecified)	-6%	2	?	-109*
COc1cccc(N=C2SC(C(=O)Nc3ccc(F)cc3)CC(=O)N2C)c1 (stereo unspecified)	-2%	3	5%	13
O=C(COC(=O)CSc1cc(Cl)ccc1Cl)NCc1ccc2c(c1)OCO2	0%	-4	.	-29
CN1CCN(CCP(=O)(c2ccccc2)c2ccccc2)CC1	-7%	0	-1%	13
CC(C)(C)c1ccc(S(=O)(=O)Nc2cccnc2)cc1	-11%	10	0%	24
Cc1ccc(NC(=O)OCCN2CCN(Cc3ccccc3)CCC2=O)cc1	-1%[0.00818 µM]	.	17%[0.0915 µM]	41
CCCSc1nsc(N)n1	-7%	2	-13%	?
N/C(=N\OC(=O)Cc1ccc(-c2ccccc2)cc1)c1cccc([N+](=O)[O-])c1	-7%	4	-8%	54

Another view of some results above:
Values run as follows: ALOX12 inhib	IMPase inh	ALOX15B inhib	PNC assembly inh
N/C(=N\OC(=O)Cc1ccc(-c2ccccc2)cc1)c1cccc([N+](=O)[O-])c1
  -7%	4	-8%	54
Cc1ccc(NC(=O)OCCN2CCN(Cc3ccccc3)CCC2=O)cc1
  -1%[0.00818 µM]	.	17%[0.0915 µM]	41
CN1CCN(CCP(=O)(c2ccccc2)c2ccccc2)CC1
  -7%	0	-1%	13
C=C(C)C(=O)N1CC2(CC(c3cccc(NC(=O)c4ccccc4)c3)=NO2)C[C@@H]1C(N)=O (stereo partly specified)
  -4%	4	1%	-17
COC(=O)Nc1ccc(S(=O)(=O)N(CCO)CC(F)(F)C(F)F)cc1
  3%	6	.	27

Continued.
SMILES	ALOX12 inhib	IMPase inh	ALOX15B inhib	PNC assembly inh
Cc1cc2nc(C)n(CCCNC(=O)Nc3ccccc3)c2cc1C	11%	?	30%[activator]	12
COc1ccc(C(=O)Nc2nc3ccccc3[nH]2)cc1OC	-8%	2	.	5
COC(=O)C(C)Sc1nnc(Cc2cc(=O)[nH]c(=O)[nH]2)n1-c1cc(C)ccc1C (stereo unspecified)	10%	1	-6%	-22
Cc1cc(C)c(C(N)=O)c(SCC(=O)c2cc(C)c(C)cc2C)n1	-3%	-9	.	2
COc1ccc(CN2CCN(C(=O)c3cccs3)CC2)cc1	-10%	7	-9%	?
CN1C[C@H](c2ccccc2)C(O)([C@]2(c3ccccc3)CN(C)C[C@@H](c3ccccc3)C2=O)[C@H](c2ccccc2)C1 (stereo partly specified)	9%[11.4 µM]	.	4%[11.4 µM]	.
Cn1c(=NC(=O)CN2C(=O)C3CC=CCC3C2=O)sc2ccccc21 (stereo unspecified)	-9%	1	0%	32
COc1cc(C2C(C(=O)N3CCOCC3)=C(C)NC3=C2C(=O)CCC3)ccc1OC(C)=O (stereo unspecified)	-1%	-8	-1%	32
COc1c(OC(C)=O)ccc(/C=C/c2ccc3cccc(OC)c3n2)c1[N+](=O)[O-]	-12%	-1	.	-11
Cc1ccc2nc(NC(=O)CSc3ncnc4c3oc3ccccc34)sc2c1	2%	-2	-4%	-108*
Cc1cccc(CC(=O)Nc2c3c(nn2-c2cccc(Cl)c2)CS(=O)C3)c1 (stereo unspecified)	-1%	-8	.	-2
Cc1noc(C)c1COC(=O)c1ccc2ccccc2n1	-2%	10	-1%	?
Cc1cc(CN2CCCCC2)oc1C(=O)O	0%	-3	0%	-21
COCCn1c(-c2ccccc2)cnc1SCC(=O)Nc1cccc2ccccc12	-3%	2	.	11
CC(=O)N1CCC2(CC1)CN(C(c1ccccc1)c1ccccc1)C2	8%	.	18%	.
CN=C(N)NCCC[C@H](N)C(=O)O	1%&-4%	-2&-11	11%&-5%	.
CCC(C(=O)Nc1ccccc1-c1ccccc1)c1ccccc1 (stereo unspecified)	-1%	6	-6%	1
N[C@H](C(=O)O)[C@@H](O)c1cnc[nH]1	-4%[11.4 µM]	.	-7%[11.4 µM]	.
COC(=O)c1cccc(NC(=O)c2ccc3c(c2)C(=O)N(CC2CCCO2)C3=O)c1 (stereo unspecified)	-3%	-1	-2%	?
COc1cc(OC)c(NS(=O)(=O)c2cc(C(=O)OC(C)C(=O)NC3CC3)c(Cl)cc2Cl)cc1Cl (stereo unspecified)	-2%	.	.	?
Cc1cc(NC2CCCCC2)nc(N2CCOCC2)n1	-11%	3	0%	12
Cc1nc(C)c(C(=O)OCC(=O)N2CCN(c3ccccc3)CC2)s1	-7%	-2	5%[2.29 µM]	?
Cc1cc(C)c2cc(CN(Cc3ccco3)C(=O)NCc3ccccc3)c(=O)[nH]c2c1	?	16	-1%	-8
CCC(C)NC(=O)Cn1c(COc2ccc(Cl)cc2Cl)nc2ccccc21 (stereo unspecified)	0%	-5	.	33

Ordered by SMILES length (descending): some entries from above
SMILES	ALOX12 inhib	IMPase inh	ALOX15B inhib	PNC assembly inh
Cc1cc(C)c2cc(CN(Cc3ccco3)C(=O)NCc3ccccc3)c(=O)[nH]c2c1	?	16	-1%	-8
Cc1nc(C)c(C(=O)OCC(=O)N2CCN(c3ccccc3)CC2)s1	-7%	-2	5%[2.29 µM]	?
N[C@H](C(=O)O)[C@@H](O)c1cnc[nH]1	-4%[11.4 µM]	.	-7%[11.4 µM]	.
CN=C(N)NCCC[C@H](N)C(=O)O	1%&-4%	-2&-11	11%&-5%	.

Already shown: entries from further up.
SMILES	ALOX12 inhib	IMPase inh	ALOX15B inhib	PNC assembly inh
CN=C(N)NCCC[C@H](N)C(=O)O	1%&-4%	-2&-11	11%&-5%	.
CCC(C(=O)Nc1ccccc1-c1ccccc1)c1ccccc1 (stereo unspecified)	-1%	6	-6%	1

Some entries already given with just IMPase inh, ALOX15B inhib and ALOX12 inhib.
Compound	IMPase inh	ALOX15B inhib	ALOX12 inhib
COc1ccc(C(=O)Nc2nc3ccccc3[nH]2)cc1OC	2	.	-8%
COC(=O)C(C)Sc1nnc(Cc2cc(=O)[nH]c(=O)[nH]2)n1-c1cc(C)ccc1C (stereo unspecified)	1	-6%	10%
